# RmlCD inh 1536: inhibitors of Mycobacterium tuberculosis RmlC and RmlD coupled enzymes | P9WH09+P9WH11 | RmlC+RmlD coupled enzyme assay, percent inhibition; primary screen in compound mixtures | inhibition, % at 3.6 µM | 160,000 tested, 0.03% active; in the data active means inhibition mostly above about 34%, no sharp cut-off; inconclusive means no clear call, values can overlap the other calls; inactive means mostly below about 22%; further: some results filed as inactive read as strong as hits
# Target sequence (P9WH09 whole entry, looked up): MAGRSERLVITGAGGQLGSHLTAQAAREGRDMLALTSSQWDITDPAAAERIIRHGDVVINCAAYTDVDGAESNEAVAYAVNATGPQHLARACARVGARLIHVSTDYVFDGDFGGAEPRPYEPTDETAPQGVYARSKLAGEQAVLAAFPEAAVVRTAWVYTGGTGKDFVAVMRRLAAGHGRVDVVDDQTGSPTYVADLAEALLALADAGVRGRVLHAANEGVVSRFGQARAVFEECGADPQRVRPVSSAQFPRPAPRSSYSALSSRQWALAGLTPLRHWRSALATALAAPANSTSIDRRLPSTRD
# Target sequence (P9WH11 whole entry, looked up): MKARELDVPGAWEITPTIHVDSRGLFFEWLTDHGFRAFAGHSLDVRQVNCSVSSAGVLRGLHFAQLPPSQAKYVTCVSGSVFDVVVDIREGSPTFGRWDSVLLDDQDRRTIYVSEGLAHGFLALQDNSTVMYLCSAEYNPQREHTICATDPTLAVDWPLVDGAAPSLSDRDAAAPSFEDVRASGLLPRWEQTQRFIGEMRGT
# GlmU inhibition: inhibition of mycobacterial GlmU enzyme – biochemical, glucosamine-1-phosphate acetyltransferase (AID 1376); M. tuberculosis GlmU acetyltransferase enzyme assay; higher % means a stronger effect; inhibition, %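 (tested at 30 µM in the primary screen)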, or IC50 in µM where a hit was titrated; 220,000 tested, 0.25% active; in the data active means inhibition above about 13%; inconclusive means no clear call, values can overlap the other calls;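 further: 0% = complete reaction with vehicle and 100% = reaction without substrate; strong numbers were not always called active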
# * = called active by the depositor; ? = inconclusive; nt = no result given; & = joins results of further samples.
canonical_smiles,RmlCD inh 1536,GlmU inhibition
COc1ccccc1N1CCN(C(=O)c2ccc3c(=O)n(Cc4ccco4)c(=S)[nH]c3c2)CC1,nt,3.8%
CCC(C)(C)NC(=O)C(c1ccncc1)N(C(=O)c1sc(C)nc1C)c1ccc(C)cc1 (stereo unspecified),5,0.7%
S=c1[nH]nc(-c2ccc3ccccc3n2)o1,-10,1.4%
Nn1c(-c2cccc(Br)c2)n[nH]c1=S,nt,0.0%
CCn1c(=O)cc(SCC(=O)NCCCN2CCC(C)CC2)c2ccccc21,-21,-5.3%
CC(C)CC(OC(=O)c1cccs1)C(=O)NCc1ccco1 (stereo unspecified),8,-5.6%
NNC(=O)C=C1CCN(c2ncc(C(F)(F)F)cc2Cl)CC1,6,0.8%
CCOC(=O)c1nnn(-c2nc(OC)nc(N(C)C)n2)c1-c1ccccc1,5,1.0%
CCCCOC(=O)c1ccc(NC(=S)NC(=O)c2c(Cl)cnn2CC)cc1,?,-2.5%
Cc1cc(C)cc(OCC(=O)Nc2ccc(F)cc2)c1,-10,5.8%
Cc1cc(C)c2oc(-c3ccc(C)c(NC(=S)NC(=O)c4cccs4)c3)nc2c1,6,2.8%
Cc1cc(C(=O)N/N=C/c2ccco2)n[nH]1,-8,-1.6%

# Among those listed so far, these have a furan ring, fused or not:
canonical_smiles,RmlCD inh 1536,GlmU inhibition
COc1ccccc1N1CCN(C(=O)c2ccc3c(=O)n(Cc4ccco4)c(=S)[nH]c3c2)CC1,nt,3.8%
CC(C)CC(OC(=O)c1cccs1)C(=O)NCc1ccco1 (stereo unspecified),8,-5.6%
Cc1cc(C(=O)N/N=C/c2ccco2)n[nH]1,-8,-1.6%

# Carrying on:
canonical_smiles,RmlCD inh 1536,GlmU inhibition
C=CCNC(=S)Nc1ccc(N(C)C)cc1,-16,-3.9%
COc1ccc(-c2nnc(N(C)C(=O)c3cccnc3)s2)cc1,nt,3.2%
Cn1c2ccccc2c2ncn(CCC3=CCCCC3)c(=O)c21,nt,3.6%
CCOc1ccc(NC(=O)CSc2nnc(C3CC3)n2N)cc1,nt,0.8%
CCCCN1C2=NCCCN2c2ccccc21,nt,0.7%
Cc1nc2ccc(NC(=O)COc3ccccc3F)cc2s1,3,-7.0%
Cc1c(C)c2ccc(OS(C)(=O)=O)cc2oc1=O,nt,0.7%
COc1ccc(OC)c(S(=O)(=O)Nc2ccc(O)c3ccccc23)c1,nt,1.9%
O=C(N/N=C\c1cc([N+](=O)[O-])ccc1N1CCCC1)c1ccccn1,nt,-4.1%
CCC(Sc1nc(=O)cc(N)n1CCc1ccccc1)C(=O)Nc1ccccc1C#N (stereo unspecified),nt,0.9%
CCOc1ccc(-c2nc3scc(-c4cccs4)c3c(=O)[nH]2)cc1,-12,1.5%
CC(C)Sc1nc(N2CCOCC2)c2c3c(sc2n1)COC(C)(C)C3,10,2.5%
Cc1[nH]c2ccccc2c1C(=O)CN1C(=O)NC2(CC(C)CC(C)(C)C2)C1=O (stereo unspecified),2,-1.9%
O=C(Nc1cccc2ncccc12)c1cccc(F)c1,7,1.5%
CC(=O)c1ccc(NC(=O)C2CCCN2S(=O)(=O)c2cccc3cccnc23)cc1 (stereo unspecified),10,3.4%
CN1CCOCCOCCOCCN(C)C1=S,4,-2.8%
COc1ccccc1N1CCN(CCC(=O)Nc2ccc3c(c2)OCO3)CC1,-7,-0.3%
Cn1c(SCc2ccccc2)nnc1-c1cccs1,66,-1.1%
CCOC(=O)N1CCN(C(=O)CSc2nc(C)nc3c2c(=O)n(C)c(=O)n3C)CC1,12,-5.5%
Cc1ccc2nc(-c3ccc(NC(=O)CSCC(=O)O)cc3)sc2c1,13,4.5%
CCOc1ccc(N=C2SC(C(=O)O)CC(=O)N2C)cc1 (stereo unspecified),nt,-5.0%
COC1=Cc2c(ccc3ccc(=O)oc23)OC1(C)C,21,-5.5%
C=CCS/C(=N\n1cnc2ccccc2c1=O)N1CCCCC1,8,1.1%
Nc1c(Cl)cc(Cl)cc1C(=O)OCC(=O)NC1CC1,-7,2.0%

# Entries listed so far that contain two or more sulfur atoms:
canonical_smiles,RmlCD inh 1536,GlmU inhibition
Cc1cc(C)c2oc(-c3ccc(C)c(NC(=S)NC(=O)c4cccs4)c3)nc2c1,6,2.8%
CCOc1ccc(-c2nc3scc(-c4cccs4)c3c(=O)[nH]2)cc1,-12,1.5%
CC(C)Sc1nc(N2CCOCC2)c2c3c(sc2n1)COC(C)(C)C3,10,2.5%
Cn1c(SCc2ccccc2)nnc1-c1cccs1,66,-1.1%
Cc1ccc2nc(-c3ccc(NC(=O)CSCC(=O)O)cc3)sc2c1,13,4.5%

# Additional records:
canonical_smiles,RmlCD inh 1536,GlmU inhibition
O=C(C1CCC(CNS(=O)(=O)c2cccc3cccnc23)CC1)N1CCCC1 (stereo unspecified),nt,8.0%
O=C(NCCc1ccccc1)c1ccccc1NC(=O)C1CCCO1 (stereo unspecified),-3,2.6%
O=C(COc1cccnc1[N+](=O)[O-])NCCc1ccc(F)cc1,-7,-3.7%
CC(C)CC(COCc1ccc(C(F)(F)F)cc1)N1CCN(C(=O)c2ccc(C(F)(F)F)cc2)CCC1=O (stereo unspecified),nt,-2.0%
CCc1ccc(OC(=O)c2ccn(CC)n2)cc1,nt,-2.1%
Cc1cccc(-n2c(SCC(=O)NC3CCCC3)nnc2-c2ccoc2C)c1,nt,1.6%
Cc1ccc2nc(NC(=O)CCn3cccc3)sc2c1,-8,3.7%
Nn1c(SCC(=O)Nc2ccc(S(N)(=O)=O)cc2)nnc1C(F)(F)F,nt,-5.1%
O=C(Nc1ccccn1)C1CCN(S(=O)(=O)c2cccs2)CC1,4,2.5%
COc1ccc(N2CCN(C(=O)CSc3nc4cc(OC)c(OC)cc4cc3C#N)CC2)cc1,nt,1.7%&-2.7%
Cc1c(NC(=O)CCC(=O)N2CCOCC2)c(=O)n(-c2ccccc2)n1C,nt,0.7%
CC(=O)c1coc2ccc(OCCN3CCCCC3)cc12,10,-2.5%
COc1cc(-c2[nH]nc3c2C(c2ccco2)C(C#N)=C(N)O3)cc(OC)c1OC (stereo unspecified),10,-7.5%
O=C(NC1CCCCC1)C(c1cccnc1)N(CCc1ccccc1)C(=O)Cc1cccs1 (stereo unspecified),nt,1.9%
O=C(CSCc1cccc(Cl)c1)N1CCN(Cc2ccc3c(c2)OCO3)CC1,nt,1.5%
O=C(CCn1nc(-c2ccccc2)c2ccccc2c1=O)N1CCN(c2ccccc2)CC1,5,-0.7%
COc1cccc(NC(=O)c2ccccc2NS(C)(=O)=O)c1,nt,1.4%
COc1ccc(C2C(C#N)=C(N)Nc3onc(C(C)(C)C)c32)c(OC)c1 (stereo unspecified),-2,-6.8%
N#CCSc1nc2c(c(=O)n1Cc1ccco1)C1(CCCC1)Cc1ccccc1-2,nt,-0.4%
COc1ccc(-n2c(C)cc(/C=C3\SC(=S)N(Cc4ccco4)C3=O)c2C)cc1,5,7.8%
Cc1cc(NC(=NC2CC2)c2ccccc2F)n(-c2ccccc2)n1,7,-0.3%
CCCCN(C(=O)Cn1nnc2ccccc21)C(C(=O)NCCOC)c1ccc(OC)cc1 (stereo unspecified),6,0.8%
Cc1csc(NC(=O)CSc2ccccc2F)n1,nt,0.1%
Cc1nn(-c2ccccc2)c(N2CCCC2)c1/C=N/NC(=O)C1CC1,17,-0.9%
CCOc1ccc(C(=O)Nc2ccc(NC(=O)c3ccco3)c(Cl)c2)cc1Cl,1,nt
NC(=O)CC(NC(=O)Cc1ccc(Br)cc1)c1ccc(NCc2ccc(F)c(F)c2)c([N+](=O)[O-])c1 (stereo unspecified),nt,1.6%
CCOCc1cn(CC(=O)c2ccc(Cl)cc2)c(C)nc1=N,5,-1.9%
COc1cc(/C=C(\C#N)c2nc3ccccc3o2)ccc1O,31,8.5%
Fc1cccc(F)c1CN1CCN(Cc2c(F)cccc2F)CC1,1,-6.8%
Cc1ccc(C(=O)NNS(=O)(=O)c2ccccc2[N+](=O)[O-])cc1,nt,2.6%
COC(=O)CNC(=O)c1ccc(OC2CCN(C(=O)C3CC3)CC2)cc1,nt,2.1%
Cc1noc(C)c1CSc1nnc(-c2ccccc2)n1N,nt,0.2%
Cc1cccn2cc(-c3ccc(NC(=O)Cc4ccccc4)cc3)nc12,nt,2.8%
CCCCN=C(Nc1ccc(Cl)cc1)c1cccnc1,-2,2.4%
CN1CCN(NC(=O)c2ccc(S(=O)(=O)N3CCCCCC3)cc2)CC1,7,-3.3%
O=C1C2C3C=CC(C3)C2C(=O)N1CCCO (stereo unspecified),nt,-0.6%

# Next section
mol	RmlCD inh 1536	GlmU inhibition
O=Cc1cn(-c2ccc(F)cc2)c2ccccc12	-1	-3.8%
CCOC(=O)c1ccc(N2C(=O)CC(N3CC(C)OC(C)C3)C2=O)cc1 (stereo unspecified)	8	2.4%
Cc1ccc(S(=O)(=O)N2CCN(C(=O)CN3CCCCC3)C2)cc1	-11	-3.3%
Cc1nc2cc(NC(=O)NCCCO)ccc2o1	4	5.1%
COc1ccc(/C=N/NC(=O)C2(O)c3ccccc3-c3ccccc32)cc1	-1	-1.9%
Cc1ccc(-c2nnn(CC(=O)N(C)C3CCCCC3)n2)o1	0	0.5%
C=CCn1c(SCC(=O)c2[nH]c(C)c(C(C)=O)c2C)nnc1-c1ccncc1	-8	-3.3%
Nc1nc(SCC(=O)NN(c2ccccc2)c2ccccc2)n[nH]1	-5	-0.4%
CC(C)CC(C(=O)NC1CCCCC1)N(Cc1cccs1)C(=O)c1snc(C(N)=O)c1N (stereo unspecified)	5	0.4%
O=[N+]([O-])c1cc(/C=N/n2c(-c3ccncc3)n[nH]c2=S)ccc1Cl	3	5.9%
Cc1ccc(NC(=O)CC2=NC(=O)C(CC(=O)Nc3ccccc3F)S2)cc1 (stereo unspecified)	6	-1.1%
Oc1ccc(-c2nc3ccccn3c2NCc2ccc3c(c2)OCO3)cc1	13	-4.6%
COc1ccc(-c2oc(/N=C/N3CCOCC3)c(C#N)c2-c2ccc(OC)cc2)cc1	26	-0.5%
O=S(=O)(NC1c2cccc3cccc(c23)C1N1CCNCC1)c1ccc(Cl)cc1 (stereo unspecified)	23	-15%
COCCNC(=O)COC(=O)/C=C/c1c(C)nn(Cc2ccc(Cl)cc2Cl)c1Cl	4	-1.3%
CC1CC(C)(C)NC(=S)N1CCCC(=O)NCc1ccccc1 (stereo unspecified)	-19	-0.8%
COc1ccccc1N1CCN(Cc2c(F)cccc2Cl)CC1	-6	-1.1%
Nc1nc(SCc2ccccc2Cl)[nH]c(=O)c1-c1ccccc1	nt	5.6%
CCn1c(CNC(=O)c2ccccc2)nc2ccccc21	nt	0.1%
CC(C)(C)C(=O)/C=c1\[nH]c(=O)/c(=C\c2ccccc2F)s1	-5	3.6%
COc1cc(NC(=O)C23CC4CC(C2)CC(n2cnc([N+](=O)[O-])n2)(C4)C3)cc(OC)c1	3	4.4%
Cc1ccc(Cn2cc(/C=N/Nc3ccc([N+](=O)[O-])cn3)c3ccccc32)cc1	-2	-0.4%
CC(NC(=O)COc1ccccc1F)C1CC2CCC1C2 (stereo unspecified)	9	6.9%
CC(C)Oc1cccc(C(=O)C2CCCN(Cc3ccc(Oc4ncccn4)cc3)C2)c1 (stereo unspecified)	-1	-0.6%
O=C1/C(=C/c2cccs2)Sc2ccccc21	7	-1.9%
CC1CC(C)CN(C(=O)COC(=O)c2cc3ccccc3cc2O)C1 (stereo unspecified)	-6	-1.8%
CN(C)c1ccc(-c2nnc(SCC3CCCO3)n2C)cc1 (stereo unspecified)	3	-2.8%
COc1cc(NC(=O)c2c(F)c(F)c(F)c(F)c2F)c(OC)cc1Cl	nt	3.0%
O=C(c1cnn2c(C(F)(F)F)cc(-c3ccccc3)nc12)N1CCCCC1c1cccnc1 (stereo unspecified)	-5	-3.1%
CC(=O)O[C@H]1C[C@@]2(C)[C@@H](C[C@@H](O)[C@H]3[C@@]4(C)CC[C@@H](O)[C@@H](C)C4CC[C@@]32C)/C1=C(\CCC=C(C)C)C(=O)O (stereo partly specified)	nt	-3.4%
O=C(Nc1ccc(/C=C/c2nc3ccccc3o2)cc1)c1cccc(C(F)(F)F)c1	-2	0.4%
CC1CC(C)CN(C(=O)Cn2c(=O)n(CCCCC(=O)NCc3ccco3)c(=O)c3ccccc32)C1 (stereo unspecified)	25	4.2%

# Reprinted from the part before: 3 entries; new compounds follow.
mol	RmlCD inh 1536	GlmU inhibition
CC(=O)O[C@H]1C[C@@]2(C)[C@@H](C[C@@H](O)[C@H]3[C@@]4(C)CC[C@@H](O)[C@@H](C)C4CC[C@@]32C)/C1=C(\CCC=C(C)C)C(=O)O (stereo partly specified)	nt	-3.4%
O=C(Nc1ccc(/C=C/c2nc3ccccc3o2)cc1)c1cccc(C(F)(F)F)c1	-2	0.4%
CC1CC(C)CN(C(=O)Cn2c(=O)n(CCCCC(=O)NCc3ccco3)c(=O)c3ccccc32)C1 (stereo unspecified)	25	4.2%
Cn1nc([N+](=O)[O-])nc1Sc1nnc(-c2ccccc2)o1	nt	-0.9%
N/C(=N\OC(=O)CCCOc1ccc(Cl)cc1Cl)c1ccccn1	10	-2.7%
CCC(=O)N(C)CCc1cc2c(c(OC)c1/C=N/NC(=O)[C@H]1C[C@@H]1c1ccccc1)OCO2	-15	2.2%
O=C(Cn1c(C(F)(F)F)nc2ccccc21)c1ccccc1	-10	-1.6%
O=C1C2C3C=CC(C3)C2C(=O)N1CNc1ccccc1 (stereo unspecified)	nt	15%

# A draw from above in order of molar mass, high to low.
mol	RmlCD inh 1536	GlmU inhibition
CCC(=O)N(C)CCc1cc2c(c(OC)c1/C=N/NC(=O)[C@H]1C[C@@H]1c1ccccc1)OCO2	-15	2.2%
N/C(=N\OC(=O)CCCOc1ccc(Cl)cc1Cl)c1ccccn1	10	-2.7%
O=C(Cn1c(C(F)(F)F)nc2ccccc21)c1ccccc1	-10	-1.6%

# Screening results deposited in PubChem BioAssay by several laboratories.

# Some of the compounds tested; count on the stated rates, not on these rows.
